Screening data (PubChem BioAssay)
MOR-DOR ag: agonists of human mu-delta opioid receptor heterodimerization | cells, OPRM1-OPRD1 heterodimerization, luminescence | AID 504326 | 340,000 tested, 0.3% active | activation, % at 9.3 µM | P35372+P41143; in the data active = activation above about 18%;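 note: 0% = vehicle-treated cells and 100% = reference agonist; values of inactives mirror those of a sister screen read the other way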
Target sequence (P35372 whole entry, looked up): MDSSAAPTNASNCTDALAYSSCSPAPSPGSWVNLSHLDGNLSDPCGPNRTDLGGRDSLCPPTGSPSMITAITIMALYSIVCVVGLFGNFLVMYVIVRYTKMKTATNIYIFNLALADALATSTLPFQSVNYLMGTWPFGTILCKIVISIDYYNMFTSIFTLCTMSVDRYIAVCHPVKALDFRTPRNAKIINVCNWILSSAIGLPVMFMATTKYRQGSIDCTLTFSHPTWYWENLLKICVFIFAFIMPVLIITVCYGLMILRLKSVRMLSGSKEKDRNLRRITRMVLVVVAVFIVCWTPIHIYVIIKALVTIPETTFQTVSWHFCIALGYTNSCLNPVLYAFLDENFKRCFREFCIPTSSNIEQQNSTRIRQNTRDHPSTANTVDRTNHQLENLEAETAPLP
Target sequence (P41143 whole entry, looked up): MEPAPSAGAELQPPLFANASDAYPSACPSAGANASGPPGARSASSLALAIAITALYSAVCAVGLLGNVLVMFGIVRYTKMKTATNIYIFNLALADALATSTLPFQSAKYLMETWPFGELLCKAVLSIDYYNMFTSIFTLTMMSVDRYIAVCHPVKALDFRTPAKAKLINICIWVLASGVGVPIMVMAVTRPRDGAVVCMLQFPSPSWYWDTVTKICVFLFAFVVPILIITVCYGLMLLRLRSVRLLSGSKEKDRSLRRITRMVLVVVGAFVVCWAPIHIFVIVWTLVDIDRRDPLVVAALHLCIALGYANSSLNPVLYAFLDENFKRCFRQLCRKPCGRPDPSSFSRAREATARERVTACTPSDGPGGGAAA
AddAB inh: less growth of phage-infected E. coli with AddAB | E. coli expressing H. pylori AddAB, absorbance growth | inhibition, % at 11.9 µM | 330,000 tested, 0.29% active; in the data active = inhibition above about 12%;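 note: 0% = vehicle wells of infected cells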
Tat export inh: blocks Tat-dependent protein export in E. coli; inhibition, % at 10 µM; 340,000 tested, 0.036% active; E. coli MC4100 TorA-mCherry Tat export, fluorescence;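 active = mean replicate inhibition at least 50% and at least half of replicates individually reaching 50%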;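 note: exported cargo escapes ClpAP degradation while cytoplasmic cargo is degraded and loses fluorescence; 0% = median of neutral control wells and 100% = median of NaSCN control wells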
E coli growth: reduces bacterial viability in AddAB counter-screen; AID 449728; 330,000 tested, 0.27% active; inhibition, % at 11.9 µM; E. coli V3065 growth, OD600 absorbance, 18 h;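 active = inhibition above the campaign's mean inhibition across all tested compounds plus 3 SD, cut at about 9.9% in these data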;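 note: uninfected addAB+ strain grown without phage in ampicillin broth; 0% = DMSO wells and 100% = ciprofloxacin 0.95 µg/ml wells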
MOR-DOR inv ag: mu-delta opioid heterodimer inverse agonism; P35372+P41143; cell-based MOR-DOR heterodimer luminescence; inhibition, % at 9.3 µM; 340,000 tested, 0.21% active; AID 504357; in the data active = inhibition above about 22%, passing the limit was not always enough;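 note: 0% = cells with DMSO and 100% = wells without cells with DMSO; values of inactives mirror those of a sister screen read the other way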
PKA-R1A activ: activators of PKA-R1A complex; 340,000 tested, 0.083% active; PKA-R1A dissociation, Cy5-IP20 fluorescence polarization; scaled: DMSO 0%, 113 µM cGMP 100%; activation, % at 11.4 µM;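 active = percent activation above the mean of all tested compounds plus 3 SD, cut at about 19% in these data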;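 note: higher means more PKAc released from R1A so a rise in polarization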
phage Ecoli inh: E. coli growth loss with phage present; growth absorbance; inhibition, % at 11.9 µM; 360,000 tested, 0.26% active; in the data active = inhibition above about 11%
SUMO Mot1 rescue: SUMOylation pathway inhibition by Mot1-301 growth rescue; AID 2716; 320,000 tested, 1% active; S. cerevisiae Mot1-301 growth rescue, ATP luminescence, 38.5C; percent above DMSO median, 100 means doubled; growth rescue, % at 18.8 µM;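 active = every valid replicate shows activation above 250% relative to neutral control wells; inactive = the rest, any valid replicate at or below 250%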;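 note: OY570 slx delta 5 strain wells were the positive control but not used for scaling; some compounds called inactive have numbers as strong as hits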
Arrestin-AP2 inh: blocks beta-arrestin peptide binding to AP2 adaptin. FITC-arrestin peptide / GST-AP2 beads, flow cytometry; AP2 beta2 appendage carries R879A mutation. inhibition, % at 10 µM. 340,000 tested, 0.31% active;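 active = inhibition above a set limit, near 3 SD of compounds lacking own fluorescence, cut at about 54% in these data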;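 note: plate controls were DMSO wells for no effect and 5 µM unlabelled arrestin peptide for full effect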
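Assay system: GST-AP2 R879A bound to glutathione beads, E. coli-expressed; Medium: PBS with 0.05% Tween 20 and 0.1% BSA; Also added: fluorescein-tagged arrestin peptide at 50 nM final; Timing: 12 min plus 1 h, RT; Measured by: flow cytometry, FL1 (488/535 nm); Evaluation: percent drop in bead-associated FITC signal.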
PfHsp90 yeast 2: growth inhibition of yeast expressing Plasmodium Hsp90; S. cerevisiae expressing PfHsp90, BacTiter-Glo ATP, 48 h; yeast lacking PDR1 and PDR3 efflux regulators; inhibition, % at 9.4 µM; 310,000 tested, 0.32% active; AID 504621;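 active = every replicate shows inhibition above about 80%, whatever the replicate mean, limit read from the data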;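 note: 0% = DMSO neutral controls and 100% = 20 µM radicicol positive controls; yeast relying on Plasmodium falciparum Hsp90 in place of its own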
DSG3 Ab inh: inhibitors of pemphigus antibody binding to human desmoglein-3 | AID 588358 | DSG3-coupled beads, scFv-anti-DSG3-GFP binding, flow cytometry; active compounds read low | 310,000 tested, 0.48% active | binding (percent of control), % at 10 µM | P32926;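 active = binding more than 3 SD below its plate's average and above zero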;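 note: hits lower antibody fragment binding to DSG3; some compounds called inactive have numbers as strong as hits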
An asterisk follows results filed as active; . = no result given.

SMILES | MOR-DOR ag | AddAB inh | Tat export inh | E coli growth | MOR-DOR inv ag | PKA-R1A activ | phage Ecoli inh | SUMO Mot1 rescue | Arrestin-AP2 inh | PfHsp90 yeast 2 | DSG3 Ab inh
CC(=O)NC(=S)Nc1cccc(S(=O)(=O)NC2=NCCC2)c1 | -2.8 | -0.7 | -8 | 0.3 | 15 | -12 | 3.3 | 9 | 13 | . | 112
COc1ccc2nccc(/C=C/c3ccnc4ccc(OC)cc34)c2c1 | . | 3.4 | . | 0.6 | . | . | 0.2 | 248 | 42 | . | 86
CCc1ccc(OCC(=O)N/N=C(\C)c2ccc(O)cc2O)cc1 | -0.8 | 1.2 | 2 | -0.7 | 4 | -2 | 3.1 | -2 | 7 | . | 113
COc1ccc(-c2nc(CS(=O)CC(=O)NCCCN3CCCC3)c(C)o2)cc1OC (stereo unspecified) | -1.7 | 1.4 | -9 | 1.6 | 9 | -11 | 2.6 | -4 | -8 | . | .
COC(=O)[C@@H]1CCCN1Cc1c(C(=O)N2CCCCC2)nc2c(C)cccn12 | -2.6 | 2.1 | -4 | 1.0 | 15 | -11 | 3.4 | 2 | 4 | -11 | 106
CCCCn1c(N)c(N(CCOC)C(=O)C2CCN(C(=O)c3ccccc3C)CC2)c(=O)[nH]c1=O | -0.4 | 2.4 | 5 | -2.4 | 3 | -5 | 0.1 | 37 | -9 | 4 | 90
Cc1cc(NS(=O)(=O)c2ccc(NC(=O)c3ccccc3C)cc2)no1 | -0.2 | 3.0 | 0 | -1.5 | 2 | -10 | -2.3 | -11 | 23 | -5 | 119
CC(NCC(c1ccco1)N1CCCCC1)C(=O)NC1CCCC1 (stereo unspecified) | 0.3 | -1.2 | -9 | -0.1 | -2 | -5 | 1.9 | 7 | 8 | 7 | 109
O=C(Cn1nc(C(F)(F)F)c2c1CCC2)N1CCN(c2ccccc2)CC1 | -2.5 | 2.6 | 1 | -1.0 | 13 | 3 | -0.3 | -4 | 10 | 6 | 99
CC1(C)CC(=O)C2=C(C1)c1c(ccc3ccccc13)NC2c1ccc(Br)o1 (stereo unspecified) | -1.7 | -1.4 | 4 | -0.1 | 9 | 0 | 3.2 | . | 4 | 4 | .
COCc1c(Br)c(C)nc(OCC(=O)N/N=C/c2ccc(C)o2)c1C#N | 0.0 | -1.0 | 1 | 0.4 | 0 | -17 | 3.9 | . | -4 | -7 | 101
COc1cc2c(cc1OC)CN(C(=S)Nc1ccccc1)CC2 | -1.5 | 0.4 | 1 | 1.8 | 9 | 7 | -1.1 | 4 | -5 | -27 | 103
NC(=O)c1ccsc1NC(=O)COC(=O)CCOc1ccccc1 | 0.6 | 0.8 | -4 | -1.7 | -3 | -1 | -1.4 | -15 | 6 | -3 | 99
Cc1nn(CC(=O)N2CCN(Cc3ccccc3)CC2)c(=O)c2ccccc12 | 0.5 | -1.0 | -2 | -1.7 | -3 | 13 | 0.6 | -14 | 1 | 15 | 102
CC(C)N1CC(C(=O)Nc2ccc(S(=O)(=O)N3CCCCC3)cc2)CC1=O (stereo unspecified) | 0.9 | 3.1 | 1 | -1.5 | -6 | -15 | -1.0 | 2 | 11 | -4 | .
CCOC(=O)CC(=O)CSc1nc2c(cc1C#N)CCCCCC2 | 1.6 | -0.7 | 12 | 0.6 | -8 | -7 | 4.6 | -2 | 0 | 9 | 98
CCOC(=O)N/N=C(/c1ccccc1)C1CCCCC1 | -1.7 | 2.3 | -5 | -3.0 | 8 | -14 | 5.2 | -8 | 21 | -30 | 78
O=C(CN1C(=O)NC2(CCCC2)C1=O)Nc1cccc(Cl)c1 | -1.4 | 3.8 | 2 | -3.7 | 9 | 2 | 0.1 | -9 | -1 | 25 | .
C/C(=N/NC(=O)c1sc(NS(=O)(=O)c2ccccc2)nc1C)c1ccc(F)cc1 | 0.5 | 3.5 | -10 | -0.3 | -3 | 5 | 1.2 | -9 | 44 | 5 | 100
Cc1csc(NC(=O)CSc2nnc(C)n2Cc2ccco2)n1 | -1.7 | -0.4 | 8 | -0.3 | 10 | 0 | 3.5 | -2 | 6 | -9 | 92

Structural class, those above with fluorine
SMILES | MOR-DOR ag | AddAB inh | Tat export inh | E coli growth | MOR-DOR inv ag | PKA-R1A activ | phage Ecoli inh | SUMO Mot1 rescue | Arrestin-AP2 inh | PfHsp90 yeast 2 | DSG3 Ab inh
O=C(Cn1nc(C(F)(F)F)c2c1CCC2)N1CCN(c2ccccc2)CC1 | -2.5 | 2.6 | 1 | -1.0 | 13 | 3 | -0.3 | -4 | 10 | 6 | 99
C/C(=N/NC(=O)c1sc(NS(=O)(=O)c2ccccc2)nc1C)c1ccc(F)cc1 | 0.5 | 3.5 | -10 | -0.3 | -3 | 5 | 1.2 | -9 | 44 | 5 | 100

Other entries:
SMILES | MOR-DOR ag | AddAB inh | Tat export inh | E coli growth | MOR-DOR inv ag | PKA-R1A activ | phage Ecoli inh | SUMO Mot1 rescue | Arrestin-AP2 inh | PfHsp90 yeast 2 | DSG3 Ab inh
COc1ccc(C2C(C(=O)N3CCCCC3)CCC(=O)N2c2cc(OC)c(OC)c(OC)c2)cc1 (stereo unspecified) | 0.2 | 0.4 | 5 | -1.9 | -1 | 2 | . | -9 | 2 | . | 103
CC(=O)NNc1nc(-c2ccccc2)cs1 | -1.4 | -3.8 | 4 | -2.6 | 7 | -2 | 3.1 | 16 | -8 | 10 | 102
CN(C)c1ccc(-c2noc(C3CCN(S(=O)(=O)c4cccc(Cl)c4)CC3)n2)cc1 | -2.0 | 0.0 | -13 | -0.8 | 11 | -8 | 3.7 | 10 | 21 | 5 | .
COC(=O)c1ccc(NC(=O)Nc2ccc3c(c2)OCO3)cc1 | -1.2 | 0.8 | -1 | 1.4 | 8 | -3 | 1.1 | 6 | -11 | 1 | 103
CC(C)C[C@H]1CN([C@@H](Cc2ccc(O)cc2)CN2CCC[C@@H]2CN2C(=O)C(=O)NC[C@@H]2Cc2ccccc2)C(=O)C(=O)N1CC1CCCCC1 | -1.6 | . | 15 | . | 7 | -4 | -1.1 | . | -1 | -24 | 109
CCN1CCN(c2ccc(S(=O)(=O)N3CCCCC3)cc2NC(=O)c2cccc(Cl)c2)CC1 | -2.5 | 2.0 | -16 | -0.6 | 13 | -10 | 1.9 | -18 | 2 | . | 100
Cc1ncc2c(n1)-c1cc(F)ccc1SC2 | -2.9 | 1.5 | -10 | 2.6 | 13 | -12 | -2.6 | 240 | -3 | -23 | 99
CC(C)(C)NCC(O)COCc1ccc(Cl)cc1 (stereo unspecified) | -0.2 | 6.9 | -2 | 0.4 | 1 | 9 | 0.9 | 161 | -6 | 36 | .
OC(C#CCCN1CCCCC1)(c1ccccc1)C1CCCCC1 (stereo unspecified) | -2.6 | 2.1 | 17 | -1.0 | 14 | -5 | -0.8 | -5 | -2 | -6 | 110
O=C(Nc1nccs1)c1ccc(COc2ccccc2Cl)o1 | -1.1 | 1.4 | 5 | -2.5 | 5 | 1 | -0.6 | -6 | -2 | . | 118
O=C(CCn1nc(-c2ccc(Cl)cc2)c2ccccc2c1=O)NCC1CCCO1 (stereo unspecified) | -1.1 | 0.1 | 0 | -0.8 | 6 | -5 | -3.1 | -9 | 1 | -26 | 79
CCOc1ccc(C(=O)NC2CCN(S(=O)(=O)c3ccccc3)CC2)cc1 | -2.2 | 4.3 | -2 | -2.1 | 11 | -4 | 4.8 | 7 | 8 | 6 | 97
O=S1(=O)CCC(NC(=S)Nc2ccc3ccccc3c2)C1 (stereo unspecified) | -0.7 | 2.4 | -3 | 0.2 | 4 | -3 | 3.2 | 0 | -12 | -8 | 105
Cc1cc(C(=O)CSc2nnc(NCc3ccccc3)s2)c(C)n1C | -1.6 | 1.3 | 3 | 0.5 | 9 | -4 | 3.5 | -3 | -4 | -7 | 96
Cc1cc2n(n1)C(c1ccco1)Nc1ccccc1-2 (stereo unspecified) | 1.5 | 1.9 | 4 | -2.4 | -8 | 1 | 1.2 | 0 | -8 | . | 97
O=C(Nc1ccc(F)cc1)NC1(C(=O)NCc2ccc3c(c2)OCO3)CCCCC1 | 0.3 | 2.3 | 7 | -0.5 | -2 | -9 | 2.1 | -3 | 4 | . | 106
CC(C)(C)c1csc(NC(=O)c2ccccc2O)n1 | 2.5 | 4.7 | -7 | 3.6 | -14 | 0 | 2.4 | 1 | 6 | -28 | 106
CCCCn1nnc(N(C(=O)c2cccs2)C(=O)c2cccs2)n1 | 0.2 | . | 9 | . | -1 | -9 | 1.2 | . | -9 | -5 | 88
O=C(NC1CCCN(Cc2ccc(Cl)cc2)C1)c1c(F)cccc1F (stereo unspecified) | -0.1 | 2.8 | -1 | 0.5 | 1 | 2 | 1.8 | 1 | -29 | -29 | 104
COc1ccc(/C=C2\C(=O)NC(=S)N2C(=O)c2ccc(F)cc2)cc1 | 0.9 | 8.2 | -1 | -1.0 | -6 | 2 | 4.3 | 6 | -3 | -132 | 110
CC(=O)CCC(=O)NC1CCCc2c1cnn2-c1ccc(C(C)(C)C)cc1 (stereo unspecified) | 0.2 | -0.4 | -4 | -0.5 | -1 | 5 | 0.2 | 0 | 5 | -4 | 113
CCN(CC)S(=O)(=O)c1cccc(C(=O)Nc2nnc(C)s2)c1 | -0.9 | -3.3 | -10 | 1.1 | 5 | 4 | 2.7 | -13 | -5 | 24 | 100
Cc1ccc(S(=O)(=O)NC(C)C(=O)Nc2ccccc2C(=O)N2CCCC2)cc1 (stereo unspecified) | 2.7 | -0.1 | -7 | 0.3 | -16 | 9 | 1.4 | 22 | 8 | . | 100
COc1cc(CN2CC(=O)N(c3cccc(Cl)c3C)C2=S)cc(OC)c1OC | 0.7 | 0.2 | 6 | -2.8 | -4 | 4 | 2.0 | -2 | -16 | -14 | 92
CCN(CC)S(=O)(=O)c1cccc(NC(=O)Nc2cccc(C(F)(F)F)c2)c1 | 8.6 | 9.4 | 13 | 6.9 | -39 | -10 | 11* | -10 | -12 | . | 108
COc1ccc(N(CC(=O)NCCSC2CCCCC2)S(=O)(=O)c2ccccc2)c(OC)c1 | 0.8 | -2.6 | 19 | -1.4 | -4 | -2 | -2.7 | 35 | 43 | -25 | .
CC(C)CC(=O)NNC(=O)C(C)C | -2.4 | 2.0 | -1 | -2.9 | 12 | 0 | -0.2 | -8 | -4 | -4 | 101
COc1ccc(Cn2c(C3CC3)nc3ccc(NC(C)=O)cc3c2=O)cc1 | 1.0 | 1.6 | 2 | -1.7 | -5 | 7 | 2.5 | -16 | 29 | 15 | 105
CCC(=O)Nc1ccccc1Nc1cc(C#N)c(C#N)cc1[N+](=O)[O-] | 4.3 | 2.4 | -5 | -1.4 | -25 | -12 | 1.3 | . | 0 | 9 | 110
COC(=O)/C=C/C(=O)N1CCN(c2ccccc2C)CC1 | 0.3 | 2.3 | -3 | 0.1 | -2 | -4 | 3.6 | 439* | 6 | -8 | 84
CCCCn1c(=O)c2c(nc3n2CCCN3Cc2ccccc2)n(C)c1=O | -1.0 | . | -6 | . | 5 | -2 | -0.2 | . | 8 | -15 | 97
